Source: PubChem BioAssay
T cruzi HTS = blocks T. cruzi growth inside host cells | intracellular Trypanosoma cruzi in host cells, plate reader | activity score (inhibition), % at 5.01 µM | actives 4.9% (n = 22,000) | AID 651903; in the data active = activity score above about 55%;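 also: parasites and compound incubated about four days before reading; 0% = median of neutral control wells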
INS-1E rescue = preserves ATP levels in cytokine-treated INS-1E cells. protection from cytokine-induced ATP loss, % at 10 µM. INS-1E cytokine-induced death, ATP luminescence, 48 h; normalised: neutral wells 0, positive control 100. actives 0.1% (n = 20,000);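 active = mean replicate protection from cytokine-induced ATP loss at least 50% and at least 75% of replicates each reaching 50%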
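Test system: INS-1E rat cells | Quantity: 8000 cells per well | Medium: Phenol-red-free RPMI with 5% fetal bovine serum | Reagent: Cytokine cocktail of IFN-γ, TNF-α and IL-1β | Doses: One compound concentration, pin transfer | Timing: 48 h co-treatment, 10 min post-lysis read | Technique: Luminescent ATP assay (CellTiter-Glo)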
* marks the source's active call; other numbers are inactive results; x = not tested or not shown.

Compound,T cruzi HTS,INS-1E rescue
C[C@@H]1CN([C@H](C)CO)C(=O)c2cc(NC(=O)Cc3cn(C)c4ccccc34)ccc2O[C@H]1CN(C)Cc1ccc(Oc2ccccc2)cc1,0.9,x
C[C@H]1CN([C@@H](C)CO)C(=O)c2cc(NC(=O)Cc3cn(C)c4ccccc34)ccc2O[C@H]1CN(C)C(=O)Nc1cccc2ccccc12,9.1,-11.8
C[C@H](CO)N1C[C@H](C)[C@@H](CN(C)C(=O)NC2CCCCC2)Oc2c(NC(=O)c3ccncc3)cccc2C1=O,-13.6,3.2
C[C@@H]1CN([C@H](C)CO)C(=O)CCCn2cc(nn2)CO[C@H]1CN(C)C(=O)Nc1ccccc1F,-6.6,x
C[C@@H]1CN([C@H](C)CO)C(=O)c2cccc(NC(=O)Nc3ccc(C(F)(F)F)cc3)c2O[C@@H]1CN(C)Cc1ccc(-c2ccccc2)cc1,34.0,-59.3
COc1ccc(NC(=O)N(C)C[C@@H]2Oc3c(NC(=O)c4ccc(-c5nccs5)cc4)cccc3C(=O)N([C@H](C)CO)C[C@H]2C)cc1,-15.3,0.8
C[C@@H]1CN([C@H](C)CO)C(=O)Cc2cc(NS(C)(=O)=O)ccc2O[C@H]1CN(C)S(=O)(=O)c1ccccc1,-9.7,11.2
Cc1noc(C)c1NC(=O)Nc1ccc2c(c1)C(=O)N([C@@H](C)CO)C[C@H](C)[C@@H](CN(C)C)O2,-41.6,4.4
CC(C)NC(=O)N(C)C[C@H]1Oc2ccc(NC(=O)Cn3cnnn3)cc2CC(=O)N([C@H](C)CO)C[C@H]1C,0.9,-1.4
C[C@@H]1CN([C@H](C)CO)C(=O)CCCn2nncc2CO[C@@H]1CN(C)C(=O)c1ccc(N2CCN(C)CC2)cc1,-15.4,x
C[C@@H]1CN([C@H](C)CO)C(=O)Cc2cc(NC(=O)NC3CCCCC3)ccc2O[C@@H]1CN(C)S(=O)(=O)c1cccs1,-2.8,0.9
C[C@@H]1CN([C@@H](C)CO)C(=O)c2cc(NS(=O)(=O)c3cccs3)ccc2O[C@@H]1CN(C)Cc1ccc(Cl)c(Cl)c1,-4.3,-10.7
Cc1noc(C)c1NC(=O)Nc1ccc2c(c1)CC(=O)N([C@H](C)CO)C[C@@H](C)[C@@H](CN(C)S(C)(=O)=O)O2,-11.7,9.1
C[C@H]1CN([C@@H](C)CO)C(=O)Cc2cc(NC(=O)Nc3ccc4c(c3)OCO4)ccc2O[C@@H]1CN(C)S(=O)(=O)c1ccccc1,1.4,4.9
C[C@@H]1CCCCO[C@H](CN(C)C)[C@@H](C)CN([C@H](C)CO)C(=O)c2cc(NC(=O)Cc3ccccc3)ccc2O1,-14.1,3.9
C[C@@H]1CCCCO[C@@H](CN(C)S(=O)(=O)c2cn(C)cn2)[C@@H](C)CN([C@H](C)CO)C(=O)c2cc(NC(=O)Nc3ccccc3)ccc2O1,-15.8,8.6
C[C@@H]1CCCCO[C@H](CN(C)C(=O)CCCN(C)C)[C@@H](C)CN([C@H](C)CO)C(=O)c2cc(NS(=O)(=O)c3ccccc3)ccc2O1,-0.3,0.2
C[C@H](CO)N1C[C@H](C)[C@H](CN(C)CC2CCCCC2)Oc2ccc(NC(=O)Nc3ccccc3)cc2C1=O,-3.0,-9.2
C[C@H]1CN([C@@H](C)CO)C(=O)Cc2cc(N(C)C)ccc2O[C@@H]1CN(C)C(=O)Nc1cccc2ccccc12,25.3,2.5
C[C@@H]1CN([C@@H](C)CO)C(=O)c2cc(NC(=O)CCCCCC(=O)Nc3ccccc3N)ccc2O[C@H]1CN(C)CC1CCCCC1,21.5,-9.4
C[C@@H]1CN([C@H](C)CO)C(=O)c2cc(NC(=O)CCC(F)(F)F)ccc2O[C@@H]1CN(C)C,-13.3,4.2
C[C@H](CO)N1C[C@H](C)[C@@H](CN(C)Cc2ccccc2)Oc2ccc(NC(=O)C3CC3)cc2C1=O,-0.6,6.5
C[C@H](CO)N1C[C@H](C)[C@@H](CN(C)S(=O)(=O)c2cccs2)Oc2c(NC(=O)Nc3ccc4c(c3)OCO4)cccc2C1=O,35.5,3.7
C[C@@H]1CCCCO[C@H](CN(C)Cc2ccncc2)[C@@H](C)CN([C@H](C)CO)C(=O)c2cc(NC(=O)c3ccncc3)ccc2O1,-24.6,0.7
CC(C)(C)OC(=O)NC1(/C=N/NC(=O)CCCCC(=O)NO)CCCC1,9.3,-1.7
Cc1ccc(S(=O)(=O)N(C)C[C@@H]2Oc3c(NS(C)(=O)=O)cccc3C(=O)N([C@H](C)CO)C[C@H]2C)cc1,-15.9,7.2
Cc1ccc(S(=O)(=O)Nc2cccc3c2O[C@@H](CN(C)Cc2ccc(-c4ccccc4)cc2)[C@@H](C)CN([C@@H](C)CO)C3=O)cc1,73.9*,-66.8
C[C@H](CO)N1C[C@H](C)[C@@H](CN(C)C(=O)Nc2ccccc2)Oc2c(NC(=O)c3ccncc3)cccc2C1=O,-17.8,8.3
COc1ccc(NC(=O)N(C)C[C@@H]2Oc3ccc(N(C)C)cc3CC(=O)N([C@H](C)CO)C[C@@H]2C)cc1,-7.9,3.9
CC(C)NC(=O)N(C)C[C@@H]1Oc2ccc(NC(=O)Cn3cnnn3)cc2CC(=O)N([C@H](C)CO)C[C@@H]1C,-22.9,7.5
CNC[C@@H]1Oc2ccc(N(C)C)cc2CC(=O)N([C@H](C)CO)C[C@H]1C,-17.3,2.7
C[C@@H]1CCCCO[C@H](CN(C)C(=O)CCCN(C)C)[C@@H](C)CN([C@H](C)CO)C(=O)c2cc(NC(=O)Nc3ccc4c(c3)OCO4)ccc2O1,-1.6,9.3
C[C@@H]1CN([C@H](C)CO)C(=O)Cc2cc(NC(=O)CCCN(C)C)ccc2O[C@H]1CN(C)CC1CCCCC1,-50.4,5.6
C[C@H](CO)N1C[C@H](C)[C@@H](CN(C)S(=O)(=O)c2ccc(Oc3ccccc3)cc2)OCc2cnnn2CCCC1=O,72.6*,x
COc1ccc(NC(=O)N(C)C[C@@H]2Oc3c(NS(=O)(=O)c4ccc(C)cc4)cccc3C(=O)N([C@@H](C)CO)C[C@H]2C)cc1,-8.9,6.6
C[C@@H]1CN([C@H](C)CO)C(=O)c2cccc(N(C)C)c2O[C@@H]1CN(C)C(=O)NC1CCCCC1,0.2,13.0
C[C@H]1CN([C@@H](C)CO)C(=O)c2cc(NC(=O)Nc3cccc4ccccc34)ccc2O[C@@H]1CN(C)S(C)(=O)=O,-6.5,x
C[C@H](CO)N1C[C@H](C)[C@H](CN(C)S(=O)(=O)c2cccs2)Oc2ncc(C#Cc3ccc(C(F)(F)F)cc3)cc2C1=O,87.0*,-21.3
C[C@H]1CN([C@@H](C)CO)C(=O)CCCn2nncc2CO[C@@H]1CN(C)S(=O)(=O)c1ccc(C#N)cc1,4.7,x
C[C@H]1CN([C@@H](C)CO)C(=O)Cc2cc(NC(=O)C3CC3)ccc2O[C@H]1CN(C)S(=O)(=O)c1cn(C)cn1,-3.0,-1.5

One compound at a time, as listed above. Order of values: T cruzi HTS | INS-1E rescue
`C[C@H]1CN([C@@H](C)CO)C(=O)Cc2cc(NC(=O)C3CC3)ccc2O[C@H]1CN(C)S(=O)(=O)c1cn(C)cn1` in the list: -3.0 | -1.5
`C[C@@H]1CN([C@H](C)CO)C(=O)c2cc(NC(=O)CCC(F)(F)F)ccc2O[C@@H]1CN(C)C` in the list: -13.3 | 4.2
`C[C@@H]1CN([C@H](C)CO)C(=O)CCCn2cc(nn2)CO[C@H]1CN(C)C(=O)Nc1ccccc1F` in the list: -6.6 | x

(listing goes on)
Compound,T cruzi HTS,INS-1E rescue
COc1ccc(S(=O)(=O)N(C)C[C@@H]2Oc3c(NC(=O)Nc4ccc5c(c4)OCO5)cccc3C(=O)N([C@H](C)CO)C[C@H]2C)cc1,16.6,-8.3
C[C@H]1CN([C@@H](C)CO)C(=O)Cc2cc(NC(=O)CCCCCC(=O)Nc3ccccc3N)ccc2O[C@@H]1CN(C)S(=O)(=O)c1ccc(F)cc1,-26.3,-3.5
C[C@H](CO)N1C[C@H](C)[C@@H](CN(C)Cc2ccncc2)Oc2ccc(NS(=O)(=O)c3cccs3)cc2C1=O,2.5,0.3
C[C@@H]1CN([C@@H](C)CO)C(=O)Cc2cc(NC(=O)Nc3cccc4ccccc34)ccc2O[C@@H]1CN(C)Cc1ccccc1,66.8*,-21.9
C[C@@H]1CN([C@@H](C)CO)C(=O)Cc2cc(NC(=O)Cc3cn(C)c4ccccc34)ccc2O[C@@H]1CN(C)C(=O)Nc1ccccc1,-13.2,10.3
O=C(CCCCCCC(=O)Nc1ccccc1O)N/N=C/c1ccc(C(F)(F)F)cc1,10.8,-1.1
C[C@H]1CN([C@@H](C)CO)C(=O)c2cc(NC(=O)Nc3ccc(F)cc3)ccc2O[C@H]1CN(C)Cc1ccc(Cl)c(Cl)c1,7.8,x
C[C@H]1CN([C@@H](C)CO)C(=O)c2cc(NC(=O)CCN3CCOCC3)ccc2O[C@H]1CN(C)C(=O)Nc1ccc(F)cc1,2.5,19.8
C[C@@H]1CN([C@H](C)CO)C(=O)Cc2cc(NS(=O)(=O)c3ccccc3)ccc2O[C@H]1CN(C)Cc1ccccc1,7.5,6.2
COc1ccc(S(=O)(=O)Nc2ccc3c(c2)C(=O)N([C@H](C)CO)C[C@H](C)[C@H](CN(C)Cc2ccc(C(=O)O)cc2)OCCCC[C@@H](C)O3)cc1,-12.7,4.8
COC(=O)CCCCCCC(=O)N/N=C/c1ccccc1Br,4.4,21.8
CC1(C)[C@H]2CC=C(/C=N\NC(=O)c3ccccn3)[C@@H]1C2,-1.3,-6.1
C[C@H](CO)N1C[C@H](C)[C@H](CN(C)C(=O)Nc2ccccc2)Oc2ccc(NS(=O)(=O)c3ccc(F)cc3)cc2CC1=O,1.5,12.9
C[C@H](CO)N1C[C@H](C)[C@H](CN(C)C(=O)Nc2ccc(F)cc2)Oc2ccc(NC(=O)NC3CCCCC3)cc2C1=O,7.8,0.2
C[C@H](CO)N1C[C@H](C)[C@@H](CN(C)C(=O)Nc2ccc(C(F)(F)F)cc2)Oc2ccc(NS(=O)(=O)c3ccc(Cl)cc3)cc2C1=O,15.9,-3.7
COc1ccc(NC(=O)Nc2ccc3c(c2)CC(=O)N([C@@H](C)CO)C[C@H](C)[C@H](CN(C)C)O3)cc1,-13.7,9.5
C[C@@H]1CCCCO[C@@H](CN(C)C(=O)Nc2ccc(F)cc2)[C@@H](C)CN([C@H](C)CO)C(=O)c2cc(NC(=O)CCCN(C)C)ccc2O1,-10.7,3.6
C[C@@H]1CN([C@H](C)CO)C(=O)c2cc(NC(=O)Nc3ccccc3)ccc2O[C@H]1CN(C)S(=O)(=O)c1ccccc1,6.4,-5.1
C[C@H]1CN([C@@H](C)CO)C(=O)c2cccc(NC(=O)C3CCCCC3)c2O[C@@H]1CN(C)Cc1ccncc1,-6.0,2.2
COc1ccc(NC(=O)Nc2cccc3c2O[C@@H](CN(C)C(=O)Nc2c(C)noc2C)[C@@H](C)CN([C@H](C)CO)C3=O)cc1,32.9,2.6
Cc1noc(C)c1S(=O)(=O)Nc1ccc2c(c1)CC(=O)N([C@H](C)CO)C[C@@H](C)[C@H](CN(C)Cc1ccc3c(c1)OCO3)O2,7.7,3.1
C[C@H](O)[C@H](O)[C@@H](O)[C@@H](O)/C=N/NC(=O)CCCCCCC(=O)Nc1ccccc1O,-3.2,-11.9
C[C@H]1CN([C@@H](C)CO)C(=O)c2cc(NC(=O)Nc3cccc4ccccc34)ccc2O[C@@H]1CN(C)C(=O)NC1CCCCC1,-2.4,1.1
COc1ccc(NC(=O)N(C)C[C@@H]2Oc3ccc(NC(=O)Nc4ccc5c(c4)OCO5)cc3C(=O)N([C@@H](C)CO)C[C@H]2C)cc1,-13.0,11.6
C[C@@H]1CN([C@H](C)CO)C(=O)c2cccc(NC(=O)Nc3cccc4ccccc34)c2O[C@@H]1CN(C)Cc1ccc(-c2ccccc2)cc1,61.3*,-18.7
Cc1noc(C)c1S(=O)(=O)Nc1ccc2c(c1)C(=O)N([C@@H](C)CO)C[C@H](C)[C@@H](CN(C)C)O2,-30.9,5.1
C[C@@H]1CN([C@H](C)CO)C(=O)Cc2cc(NS(C)(=O)=O)ccc2O[C@H]1CN(C)CC1CCCCC1,-30.7,2.1
C[C@@H]1CN([C@H](C)CO)C(=O)Cc2cc(NS(C)(=O)=O)ccc2O[C@@H]1CN(C)Cc1ccc(-c2ccccc2)cc1,-38.4,-6.7
C[C@@H]1CN([C@H](C)CO)C(=O)c2cc(NS(=O)(=O)c3ccccc3)ccc2O[C@@H]1CN(C)Cc1ccc(C(=O)O)cc1,-5.1,-3.2
C[C@H](CO)N1C[C@H](C)[C@@H](CN(C)S(=O)(=O)c2ccc(Cl)cc2)Oc2ccc(NC(=O)Nc3ccc4c(c3)OCO4)cc2C1=O,4.2,0.1
C[C@@H]1CN([C@H](C)CO)C(=O)Cc2cc(NC(=O)Cc3cn(C)c4ccccc34)ccc2O[C@@H]1CN(C)CC1CCCCC1,21.3,0.9
